High-throughput results as filed in PubChem BioAssay.
BRCA1 expr act – BRCA1 expression activation; Potency, µM (series often up to 46.1 µM), for inactives: at the highest dose activation, hits mostly activators; 380,000 compounds, 1.1% hits; MCF7-BRCA1-FFLuc reporter, luminescence, 48 h; response scale: scaled: vehicle 0%, 10 µM genistein 100%; active = well fitted activation curve with a large enough effect; note: nearly all actives have a fitted effect of over 80% in size; some results filed as inactive show a strong effect at the top dose
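Luminescence from a BRCA1-driven firefly luciferase in MCF7 cells was the read-out, taken 15 min after substrate addition following 48 h compound exposure at 37 °C. Data were normalized to a 10 microM genistein control and DMSO vehicle.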
* marks the source's active call; other numbers are inactive results. Potency is the fitted concentration of half-maximal effect. Not all compounds are listed, so the mix of outcomes need not match the whole.

SMILES | BRCA1 expr act
CC1(Oc2cccc(F)c2)CCN(Cc2ccccc2OC(F)F)C1 (configuration not stated) | -8%
CCCN(CCC)CCNC(=O)CN1C(=O)COc2ccc(S(=O)(=O)N3CCC(C)CC3)cc21 | 9%
CCc1ccccc1Nc1nn2c(=O)c3ccc(C(=O)Nc4cc(C)cc(C)c4)cc3nc2s1 | -1%
CC1(C(=O)Nc2ccccc2F)CCN1C(=O)Cc1cc(F)ccc1F (configuration not stated) | 7%
C=C1C[C@@H]2C[C@@H]2CN(S(=O)(=O)c2ccc(C)cc2)[C@@H]1COCc1ccccc1 | -1%
CC(C)C[C@@H](CN1CCC[C@H]1CN1C(=O)C(=O)NC[C@@H]1Cc1ccc(O)cc1)N1C[C@H](Cc2ccccc2)N(CCc2ccccc2)C(=O)C1=O | 8%
Cc1ccc(C)c(N2CCN(C(=O)C(C)n3c(C)c4cnn(-c5ccccc5)c(=O)c4c3C)CC2)c1 (configuration not stated) | 4%
O=C(COc1ccccc1C(=O)Nc1cccc(F)c1)Nc1ccc(Br)cc1 | -11%
CCOC(=O)c1ccccc1NC(=O)Cn1c(=O)n(CCC(=O)N2CCc3ccccc3C2)c(=O)c2ccccc21 | -32%
COc1ccccc1N1CCN(C(=O)Nc2cn(CC(C)C)c(=O)c3ccccc23)CC1 | 14%
CC1=C(C(=O)N2CCOCC2)CC(CC(=O)NCCc2ccccn2)C(=O)N1CCCN1CCCC1=O (configuration not stated) | 0%
COc1cccc(CNC(=O)[C@@H]2CCCN2C(=O)[C@@H]2CCCN2C(=O)c2ccc(Cl)cc2)c1 | 7%
Cc1ccc(Cl)cc1NC(=O)C1CCN(S(=O)(=O)c2cccc3nonc23)CC1 | -11%
Cc1ccccc1S(=O)(=O)NC(=O)C1(C)CCN1C(=O)C1(c2ccccc2)CCCC1 (configuration not stated) | 1%
OC[C@@H]1CN(Cc2ccncc2)C[C@H](n2cnc3c(NCc4ccco4)ncnc32)O1 | 14%
C=CCNc1ncnc2c1ncn2[C@H]1CN(Cc2ccc(-c3ccccc3)cc2)C[C@@H](CO)O1 | -58%
CC1(C(=O)NS(=O)(=O)c2cccc(OC(F)F)c2)CCN1C(=O)C1CCCCC1 (configuration not stated) | 19%
Cn1c(=O)c2c(nc(NCCc3ccccc3)n2Cc2cccc(Br)c2)n(C)c1=O | -17%
CCCCn1nnnc1C1(C)CCC(=O)N1CCc1ccc(OC)c(OC)c1 (configuration not stated) | 2%
COCCNC(=O)c1ccc2c(c1)N(Cc1ccc(C(F)(F)F)cc1)C(=O)c1ccccc1S2 | -49%
COC(=O)c1ccc2nc(-c3ccco3)c(Cc3cccc(Cl)c3)n2c1 | 0%
Cc1ccc(CN2CCN(C(=O)/C=C/[C@H]3O[C@@H](n4cc(C)c(=O)[nH]c4=O)C[C@@H]3O)CC2)cc1 | 16%
CCCCC(=O)N(C)c1c(CC)nc2c(OCc3ccccc3C)cccn12 | -14%
Cc1ccc(Cl)cc1NC(=O)Cn1c(SCC(=O)NCc2ccccc2)nc2ccccc21 | 0%

An excerpt from above in order of number of heavy atoms, descending.
SMILES | BRCA1 expr act
CC(C)C[C@@H](CN1CCC[C@H]1CN1C(=O)C(=O)NC[C@@H]1Cc1ccc(O)cc1)N1C[C@H](Cc2ccccc2)N(CCc2ccccc2)C(=O)C1=O | 8%
CCOC(=O)c1ccccc1NC(=O)Cn1c(=O)n(CCC(=O)N2CCc3ccccc3C2)c(=O)c2ccccc21 | -32%
CC1=C(C(=O)N2CCOCC2)CC(CC(=O)NCCc2ccccn2)C(=O)N1CCCN1CCCC1=O (configuration not stated) | 0%
Cc1ccc(C)c(N2CCN(C(=O)C(C)n3c(C)c4cnn(-c5ccccc5)c(=O)c4c3C)CC2)c1 (configuration not stated) | 4%
C=CCNc1ncnc2c1ncn2[C@H]1CN(Cc2ccc(-c3ccccc3)cc2)C[C@@H](CO)O1 | -58%
COc1cccc(CNC(=O)[C@@H]2CCCN2C(=O)[C@@H]2CCCN2C(=O)c2ccc(Cl)cc2)c1 | 7%
COc1ccccc1N1CCN(C(=O)Nc2cn(CC(C)C)c(=O)c3ccccc23)CC1 | 14%
OC[C@@H]1CN(Cc2ccncc2)C[C@H](n2cnc3c(NCc4ccco4)ncnc32)O1 | 14%
Cn1c(=O)c2c(nc(NCCc3ccccc3)n2Cc2cccc(Br)c2)n(C)c1=O | -17%
CC1(C(=O)NS(=O)(=O)c2cccc(OC(F)F)c2)CCN1C(=O)C1CCCCC1 (configuration not stated) | 19%
CCCCC(=O)N(C)c1c(CC)nc2c(OCc3ccccc3C)cccn12 | -14%
COC(=O)c1ccc2nc(-c3ccco3)c(Cc3cccc(Cl)c3)n2c1 | 0%
CC1(Oc2cccc(F)c2)CCN(Cc2ccccc2OC(F)F)C1 (configuration not stated) | -8%

A different layout for some results above.
| smiles | BRCA1 expr act |
| --- | --- |
| COCCNC(=O)c1ccc2c(c1)N(Cc1ccc(C(F)(F)F)cc1)C(=O)c1ccccc1S2 | -49% |
| COC(=O)c1ccc2nc(-c3ccco3)c(Cc3cccc(Cl)c3)n2c1 | 0% |
| Cc1ccc(CN2CCN(C(=O)/C=C/[C@H]3O[C@@H](n4cc(C)c(=O)[nH]c4=O)C[C@@H]3O)CC2)cc1 | 16% |

Continued:
SMILES | BRCA1 expr act
CCc1nn2c(=O)cc(COC(=O)C(c3ccccc3)c3ccccc3)nc2s1 | -7%
Cc1cc2cc(CCNS(=O)(=O)c3ccc(Br)cc3)c(=O)[nH]c2cc1C | 0%
CN(C)C(=O)c1ccc(S(=O)(=O)NCc2ccccc2Cl)s1 | 0%
CC(C)(C)c1ccc(S(=O)(=O)NC(=O)C2(C)CCN2C(=O)Cc2ccc(-c3ccccc3)cc2)cc1 (configuration not stated) | -6%
O=C(NCCN1CCC(n2c(=O)[nH]c3ccccc32)CC1)C(c1ccccc1)c1ccccc1 | -16%
CN(C)CCCNc1nc2cc(-c3ccc4c(ccn4C)c3)sc2c(=O)n1C | 9%
COc1ccc(C(=O)NCCn2cc(SC(C)c3ccccc3)c3ccccc32)cc1OC (configuration not stated) | -63%
CN(C(=O)CSc1nc2ccc(NC(=O)c3ccc(F)cc3)cc2s1)c1ccccc1 | -50%
Cc1ccc(C)c(C(O)c2ncc(-c3ccc4ccccc4c3)[nH]2)c1 (configuration not stated) | -7%
CCC(=O)N1CCc2cc(Br)cc(S(=O)(=O)N3CCN(c4ccccc4OC)CC3)c21 | 16%
CCc1ccc(C(=O)CSc2nc(-c3ccccc3)nc3c2CCCC3)cc1 | 5%
COc1cccc(-n2c(SCC(=O)Nc3cccc(Cl)c3)nc3c(oc4ccccc43)c2=O)c1 | -17%
CCCCn1nnnc1C(CCSC)N1CCN(C/C=C/c2ccccc2)CC1 (configuration not stated) | -14%
N#Cc1ccc(S(=O)(=O)N2CCCCC2c2cc(C(=O)N3CCOCC3)no2)cc1 (configuration not stated) | 3%
OC(c1ccccc1)c1ncc(-c2ccccc2Cl)[nH]1 (configuration not stated) | 10µM*
CCc1ccc(NC(=O)CSc2nc3c([nH]c4ccccc43)c(=O)n2-c2ccc(C)cc2)cc1 | 4%
O=C(c1cc(C2CCCCN2S(=O)(=O)c2cccs2)on1)N1CCOCC1 (configuration not stated) | 32%
O=C(c1ccc(C(F)(F)F)cc1)N1CCC(=O)N([C@H](COCc2ccccc2)Cc2ccccc2)CC1 | -37%
Brc1cccc[n+]1C/C=C/C[n+]1ccccc1Br | 45%
C=C1C=C(C)n2ncc(C(=O)Nc3ccccc3C(=O)OC)c2N1 | -19%
CCN(c1ccccc1)C1SC(=O)N(c2ccccc2)C1=O (configuration not stated) | -3%
Cc1nc(C)c(CCNS(=O)(=O)c2ccc(C)c(C)c2)s1 | 0%
CSc1ccc(CN2CCC2(C)C(=O)Nc2cccc(Oc3ccccc3)c2)cc1 (configuration not stated) | -6%
CCc1nc2ccc(C(=O)N3CCN(C(C)=O)CC3)cn2c1N(CC)C(=O)NCCc1ccccc1 | 65%
COc1ccc(-c2cnc3c(NC(C)=O)cc(-c4ccsc4)cn23)cc1OC | -4%
CN(C)c1cc(F)c(C=O)cc1F | 12%
CN1CCN(c2ccc(-c3nc(-c4ccccc4)no3)cc2[N+](=O)[O-])CC1 | -1%
CC(C)c1ccc(OCC(=O)Nc2cc(-c3nc4ncccc4o3)ccc2Cl)cc1 | -15%
CCCNC(=O)C1(C)CCN(C(=O)COc2ccc(C(C)(C)C)cc2)C1 (configuration not stated) | 52%
CCc1nn2c(=O)cc(COc3ccc(/C=C(\C#N)C(=O)Nc4ccc(C)cc4)cc3)nc2s1 | 5%
Cc1ccc(S(=O)(=O)N2CCN(c3nc(-c4ccc(F)cc4)nc4cc(Cl)ccc34)CC2)cc1 | -5%
CCOC(=O)C1=C(c2ccccc2)N=c2sc(=Cc3cc(OC)c(OC)c(OC)c3)c(=O)n2C1c1cccs1 (configuration not stated) | 6%
Cc1ccc2ccc3cc(C(=O)N4CCN(c5ccccc5F)CC4)nc3c2[nH]1 | -5%
CCCCOc1ccc(CC(=O)N(C)OC)cc1 | 33%
Brc1cccc[n+]1CCCC[n+]1ccccc1Br | 0%
CCCNC(=O)c1cc2c(c(-c3cccc(-c4ccccc4F)c3)n1)[C@H](CCO)N(C(=O)CC1CC1)C2 | -43%
CC(=O)Nc1ccc(-c2ccnc3c2CC(C)(C(=O)Nc2ccc(C(C)C)cc2)O3)cc1 (configuration not stated) | -32%
Cc1ccccc1-c1csc(C(O)c2cccc(Cl)c2)n1 (configuration not stated) | 0%
C[C@H](c1ccccc1)N1C[C@H](COCc2ccccc2)Oc2cc(N3CCC[C@H]3C(N)=O)ccc2S1(=O)=O | -24%
Cc1c(C(=O)Nc2ccc(-n3c(C)nc4ccccc4c3=O)cc2)cccc1[N+](=O)[O-] | 0%
O=C(c1cccnc1)N(Cc1ccccc1)C(c1ccccc1)c1nc2ccccc2[nH]1 (configuration not stated) | -2%
CC(C)CC(N)c1csc(Nc2cc(Oc3ccccc3)ncn2)n1 (configuration not stated) | -10%
O=C(Cn1cc(-c2ccccn2)nn1)NS(=O)(=O)c1cccc(OC(F)F)c1 | 2%
CCCCC1Cc2[nH][nH]c(=O)c2C(c2ccc(F)cc2)O1 (configuration not stated) | 1%
O=C(c1ccc(=O)[nH]c1)N(c1ccccc1)C(CCc1ccccc1)c1nc2ccccc2[nH]1 (configuration not stated) | 2%
COc1ccc(-c2cc(C(=O)Nc3cc(OC)c(OC)c(OC)c3)[nH]n2)c(C)c1 | -34%
CN(C)c1ccc(-c2nc3cnccn3c2Nc2cccc(C(F)(F)F)c2)cc1 | 1%
O=C1OCCOC2CCCc3oc(C4=CCCCC4)c1c32 (configuration not stated) | 5%
CCN(CC)C(=O)c1ccc2nc([C@H]3C[C@H](O)[C@@H](CO)O3)[nH]c2c1 | 21%
CCc1ccccc1N1C(=O)N(C)c2ccccc2S1(=O)=O | 1%
CCc1ccccc1NC(=O)c1ncoc1-c1ccco1 | -48%
Cc1ccc(CNc2nc3c(c(=O)n(C)c(=O)n3C)n2Cc2ccc(Cl)cc2)cc1 | 2%
COc1ccc(-c2cnc3c(NC=O)cc(-c4ccc(C(=O)N5CCOCC5)cc4)cn23)cc1OC | -58%
CN1CCCC(C)(C(=O)Nc2ccc3scnc3c2)C1 (configuration not stated) | 13%
CC(C)(C(=O)N1CCC1(C)C(=O)NS(=O)(=O)c1ccccc1Cl)c1ccccc1 (configuration not stated) | 6%
COc1ccc(-c2nc3c(Cl)cc(C(F)(F)F)cn3c2Cc2cccc(F)c2)cc1OC | -12%
CCc1cccc(N2C(=O)N(Cc3c(F)cccc3Cl)c3ccccc3S2(=O)=O)c1 | 1%
Cc1ccc(N2C(=O)c3n[nH]c(C)c3C2c2ccc(Cl)cc2)cc1 (configuration not stated) | 80%
O=C1c2ccccc2C(c2nnnn2-c2ccc3c(c2)OCCO3)N1Cc1ccco1 (configuration not stated) | 9%
Cc1cccc(NC(=O)Cn2cc(S(=O)(=O)c3ccc(F)cc3)c(=O)c3cc4c(cc32)OCO4)c1 | -9%
Following part.
SMILES | BRCA1 expr act
CCCNC(=O)C1(C)CCCN(Cc2ccccc2F)C1 (configuration not stated) | 14%
Cc1cccc(N(CC(=O)N(C)Cc2ccccc2)S(=O)(=O)c2ccccc2)c1C | -30%
OC(c1cccc(Cl)c1)c1nc(-c2ccc(F)c(Cl)c2)cs1 (configuration not stated) | -52%
CCNC(=O)C1CCCN(C(=O)c2cnc3ccccc3n2)CC1 (configuration not stated) | -9%
COc1ccc(CCn2c3c(c(=O)[nH]c2=S)CN(CC(C)C)CN3)cc1OC | -31%
Cc1noc(C)c1C(=O)N1CCCC(C)(C(=O)NS(=O)(=O)C2CC2)C1 (configuration not stated) | 3%
Cc1cc(N2CCC(C(=O)Nc3ccc(F)cc3F)CC2)n2nc(C)c(-c3ccc(Cl)cc3)c2n1 | 15%
Cc1ccc(CNC(=O)CN(c2cc(C)cc(C)c2)S(=O)(=O)c2c(C)noc2C)cc1 | 1%
CCCNC(=O)C1(C)CCN(Cc2ccc(-n3ccnc3)cc2)C1 (configuration not stated) | 1%
CC(=O)C1=CCC(c2ccccc2Cl)N(S(=O)(=O)c2ccc(C)cc2)C1 (configuration not stated) | -49%
CCCc1nc2ccc(Br)cn2c1Cc1ccccc1OC | -53%
Cc1ccc(C(=O)Nc2ccc(-c3nc4ccccc4s3)cc2C)cc1C | 26%
Cc1ccc(N(CC(=O)NCCc2ccccc2C)S(=O)(=O)N(C)C)cc1 | -5%
CCOc1ccccc1NC(=O)C1CCN(S(=O)(=O)c2c(C)noc2/C=C/c2ccc(C)cc2)CC1 | -6%
COc1cccc(C(C)(O)c2nc(-c3ccc(C)c(C)c3)cs2)c1 (configuration not stated) | 12%
CCOC(=O)[C@]12CCC=C1N(Cc1ccco1)C(=O)[C@H](CC(=O)NCCCN1CCCC1=O)C2 | 15%
CCOC(=O)CNC(=O)N(C)[C@H]1C[C@H]2c3[nH]c4ccccc4c3CCN2C[C@H]1[C@H](C)O | -27%
COC(=O)c1ccc(OCC2c3cc(OC)c(OC)cc3CCN2C(=O)C(C)C)cc1 (configuration not stated) | 0%
